# Fh CTSL1 inh – blocks F. hepatica cathepsin L1 in PFM18AAP counter-screen. recombinant F. hepatica cathepsin L1, Z-Leu-Arg-MCA fluorescence. inhibition, % at 5.96 µM. hit rate 0.49% among 300,000. AID 1906;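 active means inhibition above the mean of all tested compounds plus 3 SD, set per screening campaign, cut at about 17% in these data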;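 further: 0% = plate median of test compound wells and 100% = 1 µM Z-Phe-Ala-diazomethylketone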
# Efflux pump mplx – blocks antifungal efflux pumps in multiplex yeast assay. S. cerevisiae Candida pump triplex, Nile Red efflux. inhibition, % at 10 µM. hit rate 0.44% among 330,000. AID 485275;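 active means plate passing quality check with inhibition over a set limit, or well fluorescence over plate mean plus 4 SD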;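 further: Nile Red retained in pooled yeast measured as flow cytometry median fluorescence; 0% = buffer negative control and 100% = Enniatin B positive control; higher means more Nile Red kept so more efflux inhibition; some compounds called inactive have numbers as strong as hits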
# HCV core dimer – HCV core protein dimerization inhibition; TR-FRET GST/Flag-core106 dimerization, 1536-well; inhibition, % at 5 µM; hit rate 0.33% among 300,000; AID 1899;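 active means inhibition above the mean of all tested compounds plus 3 SD, set per screening campaign, cut at about 45% in these data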
#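 Assay system: tagged HCV core106 pair (GST and Flag); medium: KF-containing HEPES buffer, pH 7.45, DTT, CHAPS, BSA; also added: Eu donor and XL665 acceptor anti-tag antibodies; dosing: 5 µM single dose; timing: compound-protein-antibody incubation 4 h at 22.5 °C; signal: TR-FRET 671 and 617 nm emission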
# TPT1 inh – inhibitors of Candida albicans tRNA 2'-phosphotransferase TPT1 | recombinant caTPT1, FP RNA substrate dephosphorylation | inhibition, % at 5 µM | hit rate 0.81% among 300,000;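 active means inhibition above the mean of all tested compounds plus 3 SD, set per screening campaign, cut at about 24% in these data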;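 further: plate controls were DMSO alone for no effect and ferristatin control at 100 nM for full effect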
# LYPLA2 inh – blocks human lysophospholipase 2, a PME1 counter-screen; O95372; recombinant LYPLA2, FP-Rh probe fluorescence polarization; inhibition, % at 5.9 µM; AID 2177; hit rate 0.38% among 320,000;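 active means inhibition above the screen-wide mean plus 3 SD, limit set per campaign, cut at about 26% in these data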;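 further: 0% = LYPLA2 with DMSO and 100% = wells lacking LYPLA2 enzyme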
# Target sequence (O95372 whole entry, looked up): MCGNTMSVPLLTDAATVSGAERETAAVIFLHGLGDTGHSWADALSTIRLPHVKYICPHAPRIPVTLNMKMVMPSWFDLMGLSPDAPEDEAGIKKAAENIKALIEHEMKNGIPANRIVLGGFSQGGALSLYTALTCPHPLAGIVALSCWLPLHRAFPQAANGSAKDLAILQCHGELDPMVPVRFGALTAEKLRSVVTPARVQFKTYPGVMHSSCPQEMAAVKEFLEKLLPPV
# PP5 primary – PP5 (human) phosphatase inhibition; purified PP5c, OMFP substrate fluorescence; inhibition, % at 6.7 µM; hit rate 0.18% among 320,000; AID 1987;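 active means inhibition above the campaign's mean inhibition across all tested compounds plus 3 SD, cut at about 9.5% in these data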;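 further: 0% = DMSO only and 100% = 100 µM cantharidin control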
# PP1 counter – PP1-alpha (human) inhibition in PP5 counter-screen | hit rate 0.9% among 320,000 | inhibition, % at 6.7 µM | P62136 | purified PP1alpha, OMFP fluorescence;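 active means inhibition above the mean inhibition of all tested compounds plus 3 SD, computed separately for each screening campaign, cut at about 15% in these data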
# Target sequence (P62136 whole entry, looked up): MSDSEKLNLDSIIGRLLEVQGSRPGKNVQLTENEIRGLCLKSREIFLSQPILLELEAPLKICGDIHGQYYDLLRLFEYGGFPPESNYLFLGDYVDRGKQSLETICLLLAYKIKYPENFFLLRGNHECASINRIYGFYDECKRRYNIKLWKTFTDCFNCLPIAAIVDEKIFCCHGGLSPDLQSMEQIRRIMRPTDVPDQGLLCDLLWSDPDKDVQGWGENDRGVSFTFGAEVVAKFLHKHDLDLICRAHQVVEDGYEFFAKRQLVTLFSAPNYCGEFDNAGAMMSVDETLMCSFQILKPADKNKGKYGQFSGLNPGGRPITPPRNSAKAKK
# GASC-1 inh – human JMJD2C demethylase inhibition; GST-JMJD2C(1-420) H3K9me3 demethylation, DELFIA europium; inhibition, % at 2.35 µM; hit rate 0.069% among 330,000;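 active means more than half of a compound's replicate wells show inhibition beyond 50%, single wells judged on their own value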;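 further: signal counts dimethyl H3K9 product captured on neutravidin plate; 0% = median of DMSO wells and 100% = 0.3 times that DMSO median; strong numbers were not always called active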
# Target sequence (Q9H3R0 1-420 limits assumed): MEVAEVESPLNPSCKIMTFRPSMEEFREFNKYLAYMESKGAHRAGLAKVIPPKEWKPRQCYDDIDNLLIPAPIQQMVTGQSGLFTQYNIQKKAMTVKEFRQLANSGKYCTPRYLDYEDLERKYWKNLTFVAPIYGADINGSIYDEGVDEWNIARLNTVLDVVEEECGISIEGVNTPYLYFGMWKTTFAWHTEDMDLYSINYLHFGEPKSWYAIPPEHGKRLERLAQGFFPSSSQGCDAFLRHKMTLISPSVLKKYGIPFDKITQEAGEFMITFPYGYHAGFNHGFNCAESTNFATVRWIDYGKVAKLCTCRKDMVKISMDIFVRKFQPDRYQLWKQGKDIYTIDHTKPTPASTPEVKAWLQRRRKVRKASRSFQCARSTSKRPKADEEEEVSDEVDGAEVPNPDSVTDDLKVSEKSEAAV
# PREPL inh – inhibitors of human prolyl oligopeptidase-like enzyme PREPL | inhibition, % at 5.96 µM | hit rate 0.68% among 320,000 | Q4J6C6 | AID 2751 | recombinant PREPL, fluorescence polarization activity-based probe; in the data active means inhibition above about 43%;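 further: 0% = enzyme with DMSO and 100% = wells lacking enzyme; many of its hits are not listed in these tables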
# * = called active by the depositor; i = inactive; / = not tested or not shown. A portion of the library; count on the stated rates, not on these rows.
SMILES,Fh CTSL1 inh,Efflux pump mplx,HCV core dimer,TPT1 inh,LYPLA2 inh,PP5 primary,PP1 counter,GASC-1 inh,PREPL inh
Cn1c2ccccc2c2c(C(=O)NCCCN3CCCC3=O)cn(C3CCCCC3)c(=O)c21,-1,0.2,5,-6,-2,4.1,5,27,16
COc1cc(CN2CCN(CCCc3ccccc3)C(CCO)C2)cc(OC)c1O (stereo not given),4,0.0,11,2,3,1.2,3,5,-26
CC(C(=O)Nc1ccc(Br)cc1)N(C)CC(=O)NCc1ccco1 (stereo not given),/,0.3,/,/,3,-0.8,-3,14,-2
COC(=O)c1cnn2c(C)c(Cc3cccc(F)c3)c(C)nc12,-2,-0.1,0,-1,5,0.4,1,-6,8
c1ccc(NCCCNc2ccccc2)cc1,0,-0.1,1,-2,-2,0.4,0,-2,24
COCCOC(=O)C1=C(C)NC(=O)NC1c1c(F)cccc1Cl (stereo not given),-1,0.0,-5,1,2,-0.8,-2,-1,-3
O=C(Cn1nc(Cl)nc1Cl)c1ccc2c(c1)OCCO2,10,0.0,0,-7,9,1.4,-1,-1,1
Clc1ccc(Cc2noc(-c3cccs3)n2)cc1,-1,0.0,3,0,0,-0.2,-2,-2,4
CCOC(=O)Cc1cc(=O)n2[nH]c(C(C)(C)C)cc2n1,-1,0.0,4,-1,2,-1.7,-3,5,-1
Cc1sc2nc(CC(=O)N3CCCC3)[nH]c(=O)c2c1C,1,0.1,-3,4,-1,-1.2,-2,6,17
COc1ccc(NC(=O)Nc2c(C)n(C)n(-c3ccccc3)c2=O)c(OC)c1,0,-0.3,0,1,-3,2.3,-4,-2,-2
CN1CCN(/N=C/c2nc(-c3ccc(Cl)cc3)n3ccccc23)CC1,3,0.6,-8,3,-2,0.3,5,6,21
O=C(Nc1cccc(S(=O)(=O)N2CCCCC2)c1)c1ccc2ncsc2c1,-2,0.0,5,-1,-17,5.4,3,-3,17
C=CCOc1c(CNc2ccc(C(=O)O)cc2)cccc1OC,-4,0.7,-3,2,2,0.0,2,1,12
O=C1CC(NC(=O)C(F)(F)F)=NN1c1ccccc1,-1,0.3,-10,6,-8,1.2,-1,-6,9
NN(Cc1ccccc1)C(=S)Nc1ccc(Cl)c(Cl)c1,-4,0.1,0,-5,3,4.8,-5,3,5
O=C(Nc1cccc2c1CCCC2)c1ccccc1Cl,1,0.1,0,-1,-4,0.6,1,6,-4
O=C(NCc1nc2ccccc2[nH]1)c1ccc([N+](=O)[O-])cc1,6,-0.1,-1,-4,10,-2.7,-3,7,6
Cc1ccc(S(=O)(=O)Nc2ccc3c(c2)c2c(n3S(=O)(=O)c3ccc(C)cc3)CCCC2=O)cc1,1,0.0,38,0,-2,1.8,-2,1,1
CCCCCCCC1CC(=O)C=C(C)C1C(=O)OCC (stereo not given),0,0.0,6,-1,3,-0.3,-3,4,-2
O=C1NCCCC1C(=O)NCCN1C(=O)CCC1=O (stereo not given),-3,-0.1,-4,-2,6,3.6,-2,-5,0
CCS(=O)(=O)c1ccc2oc(Nc3cccc(OC)c3)nc2c1,-2,0.1,-2,-2,0,-1.9,0,-5,0
O=C(Nc1cccc2ccccc12)N1CCc2ccccc2C1,-3,-0.2,8,-5,-2,3.2,3,2,6
NS(=O)(=O)c1ccc(NC(=O)COC(=O)c2ccc([N+](=O)[O-])s2)cc1,68*,-0.1,-3,1,7,3.0,-2,0,7
C/C(=N\NC(=O)c1ccc2c(c1)OCO2)c1ccc2c(c1)OCO2,-3,0.1,1,3,-4,1.8,1,-3,1
COc1cccc(COC(=O)CCNC(=O)c2ccc(Cl)cc2)c1OC,-9,0.0,-5,-1,5,2.3,-1,-2,-10
Cc1nc2c(C)cccn2c(=O)c1NC(=O)c1cccs1,9,0.2,0,2,1,-0.2,-8,-5,7
O=C(NN=C1CCCCCCC1)c1ccc(F)cc1,3,0.1,-2,3,-2,-0.4,3,10,5
Cc1cnc(NC(=O)C2CC=CCC2)s1 (stereo not given),-3,0.2,2,-1,-10,-0.3,1,6,-8
O=C(/C=N/O)NCc1ccncc1,1,-0.2,-3,-2,0,-2.7,-2,-6,-5

# Three entries picked at random from the list so far:
SMILES,Fh CTSL1 inh,Efflux pump mplx,HCV core dimer,TPT1 inh,LYPLA2 inh,PP5 primary,PP1 counter,GASC-1 inh,PREPL inh
COC(=O)c1cnn2c(C)c(Cc3cccc(F)c3)c(C)nc12,-2,-0.1,0,-1,5,0.4,1,-6,8
O=C(Nc1cccc2ccccc12)N1CCc2ccccc2C1,-3,-0.2,8,-5,-2,3.2,3,2,6
O=C1CC(NC(=O)C(F)(F)F)=NN1c1ccccc1,-1,0.3,-10,6,-8,1.2,-1,-6,9

# Next section
SMILES,Fh CTSL1 inh,Efflux pump mplx,HCV core dimer,TPT1 inh,LYPLA2 inh,PP5 primary,PP1 counter,GASC-1 inh,PREPL inh
COc1ccc2[nH]c3c(c2c1)CCN1C(=O)N([C@@H](C)C(=O)NCc2ccco2)C(=O)[C@]31C,-1,-0.3,0,-5,-5,0.7,-7,9,2
CCOC(=O)C1C(=O)NC(N2CCN(CC)CC2)=NC1c1ccccc1 (stereo not given),2,-0.2,-4,-2,-3,0.0,0,-4,4
CCOc1ccc(CCNC(=O)CSCc2ccc(C)cc2)cc1OCC,-2,-0.1,-3,-1,-5,2.9,4,2,3
CN1CCN(S(=O)(=O)c2ccc([N+](=O)[O-])cc2)CC1,1,-0.1,3,-4,7,-0.3,1,-1,5
COCc1cc(=O)[nH]c(-c2ccccc2)n1,0,-0.1,6,-1,-3,1.0,-2,2,4
CCn1c(CN2c3ccccc3Sc3ccccc32)n[nH]c1=S,6,0.0,3,-1,6,4.0,-2,29,-2
COc1ccc(/C=C2\SC(=S)N(CCC(=O)NCCCN3CCOCC3)C2=O)cc1,1,0.1,-5,-4,1,2.1,2,11,15
O=C(NC1CCCCC1)c1ccccc1-c1ccccc1,-2,-0.6,-8,1,1,0.7,1,10,12
CC(NC(=O)C(=O)N1CCCCC1)C(c1cccs1)N1CCN(Cc2ccccc2)CC1 (stereo not given),-2,0.1,-5,-1,-5,1.0,1,-3,5
O=C(O)/C=C/C(=O)Nc1ccccc1-c1ccccc1,0,0.4,1,-3,3,1.1,-11,-10,12
Cc1ccc(S(=O)(=O)n2cc(-c3ccccc3)c(N)n2)cc1,-2,0.3,-1,1,3,7.2,-12,-6,-14
COc1ccc(-c2[nH]ncc2/C=N/NC(=O)c2cc(Br)ccc2O)c(OC)c1,5,-0.3,6,-2,-2,-1.7,0,2,14
Cc1cnnn1-c1ccc([N+](=O)[O-])cc1,2,-0.1,-5,-8,-5,2.9,-1,14,0
COCCNCCCCOc1c(Cl)cc(C)cc1Br,-1,0.0,1,2,4,4.0,-1,1,-18
CC1CCc2nc(NC(=O)c3ccc(N4C(=O)CCC4=O)cc3)sc2C1 (stereo not given),2,0.1,-5,0,6,1.9,-2,4,3

# Some entries already given, reduced to GASC-1 inh:
structure,GASC-1 inh
COc1ccc(/C=C2\SC(=S)N(CCC(=O)NCCCN3CCOCC3)C2=O)cc1,11
O=C(NC1CCCCC1)c1ccccc1-c1ccccc1,10
CC(NC(=O)C(=O)N1CCCCC1)C(c1cccs1)N1CCN(Cc2ccccc2)CC1 (stereo not given),-3
O=C(O)/C=C/C(=O)Nc1ccccc1-c1ccccc1,-10
Cc1ccc(S(=O)(=O)n2cc(-c3ccccc3)c(N)n2)cc1,-6
COc1ccc(-c2[nH]ncc2/C=N/NC(=O)c2cc(Br)ccc2O)c(OC)c1,2
Cc1cnnn1-c1ccc([N+](=O)[O-])cc1,14

# Three entries already listed, ordered by formula weight, largest number first:
SMILES,Fh CTSL1 inh,Efflux pump mplx,HCV core dimer,TPT1 inh,LYPLA2 inh,PP5 primary,PP1 counter,GASC-1 inh,PREPL inh
CCn1c(CN2c3ccccc3Sc3ccccc32)n[nH]c1=S,6,0.0,3,-1,6,4.0,-2,29,-2
O=C(NC1CCCCC1)c1ccccc1-c1ccccc1,-2,-0.6,-8,1,1,0.7,1,10,12
COCc1cc(=O)[nH]c(-c2ccccc2)n1,0,-0.1,6,-1,-3,1.0,-2,2,4

# More records:
SMILES,Fh CTSL1 inh,Efflux pump mplx,HCV core dimer,TPT1 inh,LYPLA2 inh,PP5 primary,PP1 counter,GASC-1 inh,PREPL inh
O=C(NCCCn1ccnc1)C(Cc1ccc([N+](=O)[O-])cc1)N1C(=O)c2ccccc2C1=O (stereo not given),-3,0.1,-1,1,-2,0.3,-5,1,-7
COc1ccc2cc(C(=O)NCc3ccco3)c(=O)oc2c1,6,0.0,-3,-2,5,2.3,6,-2,-8
Cc1cc(/C=C2\SC(=Nc3ccccc3)NC2=O)c(C)n1-c1ccc(S(N)(=O)=O)cc1,-1,0.0,63*,16,-40,3.9,18*,12,18
CCC1CCC2(CC1)NC(CO)(CO)CO2 (stereo not given),2,0.0,6,-1,-5,-2.3,-13,10,15
O=[N+]([O-])c1cc(C(F)(F)F)ccc1Oc1cccnc1[N+](=O)[O-],-4,-0.1,7,-3,7,3.7,0,-5,-4
CCC(=O)c1cn(CC(=O)Nc2ccc(C)cc2)c2ccccc12,4,-0.1,6,0,-3,-0.7,-2,-1,-2
CC(Oc1ccc(Br)cc1)C(=O)N1CCC(C(N)=O)CC1 (stereo not given),-1,-0.1,-3,-3,8,1.2,2,i,2
Clc1ccc(-c2nc(NCCCN3CCOCC3)c3ccccc3n2)cc1,2,0.0,-1,-1,0,3.3,-1,-4,0
C=CCn1c(SCC(=O)Nc2cc(C)cc(C)c2)nnc1-c1cnccn1,3,0.1,5,-1,-2,-2.5,2,-3,2
Cc1nc2[nH]c(=S)[nH]c2cc1Br,3,0.1,-3,-2,5,0.9,-1,1,20
O=C(c1ccco1)N1C(=O)c2cccc3cccc1c23,0,0.1,8,-5,4,1.0,4,-2,-3
Cc1nn2c3c(cnc2c1-c1ccccc1)C(=O)CC(c1ccco1)C3 (stereo not given),-2,-0.1,-1,-1,5,2.1,1,-10,-7
Cc1ccc(-c2csc(N/N=C/C=C/c3ccccc3)n2)cc1,6,0.0,14,0,-2,1.2,5,-6,3
